# Source: PubChem BioAssay (several laboratories)
# PfHsp40 yeast = rescue of yeast from PfHsp40 toxicity, primary screen, S. cerevisiae, ATP luminescence. actives 0.68% (n = 340,000). growth rescue, % at 12.5 µM. S. cerevisiae expressing PfHsp40, growth rescue; in the data active = growth rescue above about 28%, passing the limit was not always enough;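 also: yeast W303a lacking pdr1 and pdr3 grown in galactose medium; growth measured after three days at 30 °C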
# Anthrax LF inh2 = Bacillus anthracis LF protease inhibitors, primary screen, biochemical, multiplex microsphere, MLPCN library. inhibition, % at 10 µM. multiplex microsphere protease cleavage assay. AID 588501, 2011. Lethal factor (Bacillus anthracis), P15917. actives 0.12% (n = 360,000); also: plate controls were buffer without enzyme for full effect and enzyme alone for no effect
# Target sequence (P15917 whole entry, looked up): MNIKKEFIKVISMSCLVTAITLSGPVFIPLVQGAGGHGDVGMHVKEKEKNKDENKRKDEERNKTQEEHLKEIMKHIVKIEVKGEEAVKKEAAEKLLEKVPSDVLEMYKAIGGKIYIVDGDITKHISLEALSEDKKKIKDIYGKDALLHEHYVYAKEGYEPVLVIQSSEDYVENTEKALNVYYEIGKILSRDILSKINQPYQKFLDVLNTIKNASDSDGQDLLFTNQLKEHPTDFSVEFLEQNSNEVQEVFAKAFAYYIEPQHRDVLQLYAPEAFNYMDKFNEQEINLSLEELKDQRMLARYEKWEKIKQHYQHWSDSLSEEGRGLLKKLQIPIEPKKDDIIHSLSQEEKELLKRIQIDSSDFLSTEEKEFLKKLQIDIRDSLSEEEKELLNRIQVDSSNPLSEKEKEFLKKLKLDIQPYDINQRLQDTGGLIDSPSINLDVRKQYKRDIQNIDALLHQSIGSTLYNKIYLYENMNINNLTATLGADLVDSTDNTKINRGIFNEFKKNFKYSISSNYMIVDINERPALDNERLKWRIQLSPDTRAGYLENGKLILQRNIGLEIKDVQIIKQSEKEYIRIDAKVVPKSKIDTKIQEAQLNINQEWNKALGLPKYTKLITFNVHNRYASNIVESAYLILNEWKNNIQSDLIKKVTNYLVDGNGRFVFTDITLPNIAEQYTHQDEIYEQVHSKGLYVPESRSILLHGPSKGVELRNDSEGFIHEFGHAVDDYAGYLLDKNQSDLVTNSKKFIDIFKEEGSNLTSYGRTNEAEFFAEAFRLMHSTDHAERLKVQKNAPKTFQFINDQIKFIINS
# 3CLpro inhibitor = SARS-CoV 3CLpro protease inhibitors, primary screen, biochemical, quenched FRET. AID 1706, 2009. recombinant SARS-CoV 3CLpro, quenched FRET peptide cleavage. inhibition, % at 6 µM. actives 0.14% (n = 290,000). Replicase polyprotein 1ab (Severe acute respiratory syndrome coronavirus), P0C6X7; in the data active = inhibition above about 12%
# SSB-PriA inh = inhibitors of Klebsiella pneumoniae PriA binding to SSB C-terminal tail, primary screen, biochemical, AlphaScreen | inhibition, % at 33 µM | actives 0.6% (n = 430,000) | AlphaScreen SSBct-PriA binding, biotinylated peptide | AID 1272365, 2023; in the data active = inhibition mostly above about 37%, no sharp cut-off; inactive = mostly below about 20%;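 also: plate controls were negative control peptide for no effect and reference peptide for full effect; strong numbers were not always called active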
# Vc quorum ag = inducers of Vibrio cholerae quorum light production without autoinducers, primary screen, BH1578 luxS cqsA deficient, single point | V. cholerae BH1578 lux reporter, luminescence, 6 h | activation, % at 18.7 µM | actives 0.16% (n = 350,000); in the data active = activation mostly above about 9.7%, no sharp cut-off; also: not every result past the cut was called active; inactives centre near 0; reference of the scale not given here
# TcdB inh = TcdB glycohydrolase inhibitors, primary screen, biochemical, single point, plate reader; Toxin B (Clostridioides difficile), P18177; actives 0.24% (n = 350,000); TcdB glycohydrolase enzymatic assay; AID 652162, 2013; inhibition, % at 9.99 µM; in the data active = inhibition above about 10%
# DUSP3 inh = VHR1 phosphatase inhibitors, primary screen, biochemical, absorbance, uHTS. Dual specificity protein phosphatase 3 (Homo sapiens), P51452. recombinant VHR phosphatase, pNPP absorbance. inhibition, % at 13.3 µM. actives 0.52% (n = 290,000); in the data active = inhibition above about 50%; also: some compounds called inactive have numbers as strong as hits
# Target sequence (P51452 whole entry, looked up): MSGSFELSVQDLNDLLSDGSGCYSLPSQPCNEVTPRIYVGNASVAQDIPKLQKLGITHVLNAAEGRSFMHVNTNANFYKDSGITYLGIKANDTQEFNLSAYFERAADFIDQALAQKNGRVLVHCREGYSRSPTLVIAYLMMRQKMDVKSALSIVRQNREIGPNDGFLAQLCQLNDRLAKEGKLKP
# CCHFV vOTU inh = CCHFV vOTU protease inhibitors, primary screen, biochemical, Pep-AMC substrate, fluorescence; AID 651958, 2012; actives 0.55% (n = 370,000); Crimean-Congo hemorrhagic fever virus L polyprotein viral ovarian tumor (vOTU) protease …; inhibition, % at 11.5 µM; in the data active = inhibition above about 30%; also: 0% = vehicle wells with enzyme and 100% = no enzyme wells
# Yp Topo-I inh = Yersinia pestis topoisomerase I inhibitors, primary screen, biochemical, cleavage product accumulation, plate reader, single point; DNA topoisomerase I (Yersinia pestis CO92); Y. pestis Topo-I cleavage product accumulation; activity, % at 10 µM; actives 0.064% (n = 360,000); in the data active = activity above about 50%, passing the limit was not always enough; also: inactives centre near 2
# BoNT-A LC inh2 = BoNT/A light chain protease inhibitors, primary screen, biochemical, flow cytometry, MLPCN library; Botulinum neurotoxin type A light chain protease (Clostridium botulinum A str. ATCC 3502); multiplex microsphere protease substrate cleavage; inhibition, % at 10 µM; actives 0.17% (n = 360,000); AID 588499, 2011; also: plate controls were buffer without enzyme for full effect and enzyme alone for no effect
# * hit, by the source's call; i = inactive; nt = no result given; & = joins results of further samples. Rule as the data show it, unless noted: active = inhibition above about 30%; inconclusive = no clear call, values can overlap the other calls; inactive = below that.
Structure	PfHsp40 yeast	Anthrax LF inh2	3CLpro inhibitor	SSB-PriA inh	Vc quorum ag	TcdB inh	DUSP3 inh	CCHFV vOTU inh	Yp Topo-I inh	BoNT-A LC inh2
O=C(Nc1ccccc1)c1ccc(CN2CCC(Cc3ccccc3)CC2)cc1	-0.2	-1	0	-3	-0.1	nt	nt	2	2	-0.5
COc1ccc(C(=O)Nn2cnc3scc(-c4cccs4)c3c2=O)c(O)c1	0.0	3	14*	1	i	nt	nt	-4	-12	0.1
CC(C)NC(=O)C1(C)CCN1C(=O)C1(c2ccccc2)CC1 (stereo unspecified)	nt	2	nt	nt	0.3	0.2	nt	-1	7	0.3
CC(NC(=O)COC(=O)c1ccccc1F)C1CC2CCC1C2 (stereo unspecified)	0.3	0	nt	-5	i	-0.5	nt	4	3	0.3
O=C(CN(c1ccc(F)cc1)S(=O)(=O)c1ccc2c(c1)OCCO2)Nc1ccccc1	1.5	-20	-1	-2	-0.1	nt	19	-5	7	-1.3
CCCCc1nnc2c(N(C)S(=O)(=O)c3ccc(C)cc3)nc3ccccc3n12	-0.9	0	2	-8	-0.2	0.6	18	9	-2	0.5
Cc1ccccc1OCC(=O)OCC(=O)Nc1ccc2c(c1)OCCO2	-1.1	-1	nt	-6	-0.3	-1.2	nt	0	13	0.4
COc1ccc([C@@H]2OC2(C(N)=O)C(N)=O)cc1	0.4	2	0	-8	i	0.9	33	-10	2	-0.9
Cc1cccc(CCNCc2cc3cc(C)cc(C)c3[nH]c2=O)c1	-1.6	-16	3	-5	-1.3	-3.3	11	0	11	-3.0
C[C@H]1CN([C@@H](C)CO)C(=O)CCCn2nncc2CO[C@H]1CN(C)C(=O)CCC(F)(F)F	nt	-5	nt	nt	1.1	-7.9&-0.6&-0.1	nt	20	-5	0.2
Nc1cc(=O)[nH]c(SCC(=O)Nc2cccc([N+](=O)[O-])c2)n1	0.8	1	1	-5	i	0.9	0	-1	6	-1.1
CCOc1cc2[nH]c(=S)n(CCCOC)c(=O)c2cc1OCC	-1.2	-4	-2	-15	-0.4	nt	6	-20	4	-0.4
FC(F)Oc1ccc(NC(=S)NNc2ccnc3cc(Cl)ccc23)cc1	-1.2	-11	1	-8	0.3	0.8	32	3	6	-0.9
c1ccc2c(CCN3CCNC[C@H]3Cc3cccc4ccccc34)cccc2c1	-0.5	-11	nt	18	-0.5	-0.1	nt	12	-6	1.0
COc1ccccc1NC(=O)c1ccccc1NC(=O)c1ccccn1	-1.6	-6	nt	0	i	0.0	nt	-16	14	3.8
CCOc1ccc(-c2cc(C(=O)N/N=C(\C)c3cccnc3)c3ccccc3n2)c(OCC)c1	-0.3	3	3	nt	-0.6	1.0	14	13	1	0.8
O=C1CC(c2ccccc2)CN1C(=O)c1cccc([N+](=O)[O-])c1 (stereo unspecified)	-0.4	-2	1	0	-0.8	nt	-2	5	2	0.0
Cc1sc2ncn(CC(=O)Nc3ccccc3F)c(=O)c2c1-c1ccccc1	1.1	-1	5	-15	-0.3	1.3	7	-2	4	-0.1
CCCCC1CCC(C(=O)N(CCOC)c2c(N)n(CC(C)C)c(=O)[nH]c2=O)CC1 (stereo unspecified)	-0.6	0	nt	2	i	-12	nt	17	-1	-0.1
Cc1ccc(NC(=S)N(CCN(C)C)Cc2cc3cc(C)ccc3[nH]c2=O)cc1	-0.7	-1	-2	-1	-0.1	-0.3	4	-3	5	-0.9
Nc1ccc2nc(COc3ccccc3)[nH]c2c1	-0.8	17	1	13	1.5	-0.6	4	-7	5	-5.2
O=C(COC(=O)c1cc2ccccc2cc1O)NC(=O)NCc1ccco1	-1.1	-4	0	10	i	-0.4	11	9	7	-0.5
COc1ccc(C(CCN2CCN(c3ccccc3)CC2)c2c(OC)cc(OC)c3c(-c4ccccc4)cc(=O)oc23)cc1 (stereo unspecified)	11	-8	nt	-1	i	0.8	22	12	13	-0.6
O=C(c1cc(=O)c2cc(Cl)ccc2o1)N1CCN(Cc2ccccc2)CC1	-2.0	10	0	5	-8.3	0.7	-9	14	7	-0.1
CCOc1cc(NC(=S)NCCCN2CCOCC2)c(OCC)cc1NC(=O)c1cccs1	-1.5	-9	-3	2	0.3	-0.4	-1	1	-17	0.7
O=Cc1ccc(-c2c(-c3ccccc3)oc3c2C(OCCCCO)CCC3)o1 (stereo unspecified)	nt	-10	nt	nt	nt	-0.5	nt	9	nt	0.6
NNC(=O)c1cc2c(ccc3ccccc32)o1	-1.8	-8	-4	-4	-0.3	-72	12	-7	5	-0.4
O=C(CN1CCN(Cc2ccc(F)cc2)C1=O)NCc1cccs1	1.0	6	nt	-14	-0.2	1.7	-4	1	-3	-0.7
C=CCn1cc(C(=O)NCCCOC)c(=O)c2cc(S(=O)(=O)N3CCC(C)CC3)ccc21	1.6	0	nt	-7	-0.2	1.2	nt	7	8	-0.6
O=CNc1cc(-c2ccc(C(=O)NC3CC3)cc2)cn2c(-c3ccc(F)c(Cl)c3)cnc12	nt	2	nt	nt	i	0.0	nt	1	22	0.4
COc1cc(C2C3=C(CCCC3=O)Nc3[nH]n(-c4ccccc4)c(=O)c32)ccc1OC(C)=O (stereo unspecified)	1.6	0	4	4	-0.3	-2.3	31	7	-10	0.1
N#C/C(=C\c1cccc(Br)c1)C(=O)N1CCCCC1	0.8	-3	-1	-15	-0.5	0.3	-10	-9	12	0.0
CCCn1c(SCCN2CCOCC2)nc2c1c(=O)n(C)c(=O)n2C	-1.0	-5	3	-19	1.0	0.7	5	-13	3	-1.6
CC1CCN(C(=O)COC(=O)CCCN2C(=O)c3cccc4cccc(c34)C2=O)CC1	0.9	-4	-1	-10	0.8	1.0	2	-4	34	-1.5
CC(C)C12CN3CCN(CC(C3)/C1=N\O)C2	0.4	1	-2	nt	-0.5	1.2	24	-13	-4	0.4
O=c1cc(CCc2ccccc2)[nH]c(=O)[nH]1	nt	-14	nt	nt	nt	0.4	nt	-10	nt	-0.8
CC(C)c1c(O)ccc2c1CC[C@H]1C(C)(C)CCC[C@]21C	112*	-8	nt	-1	-0.3	-0.5	nt	12	-2	-0.1
O=C1CC(c2cccc(Cl)c2)Cc2nc(N3CCOCC3)ncc21 (stereo unspecified)	3.0	1	-4	-19	i	nt	-6	4	12	-0.9
Cc1ccc(Cn2nc(C)c(/C=N/NC(=O)c3cccnc3)c2C)cc1	0.0	0	-2	nt	i	0.4	21	2	4	-1.0
CC(C)OC(=O)CSc1nc2c(cc1C#N)CCCCC2	0.7	3	-3	-6	-1.4	1.1	-24	-2	-1	-0.3
Cc1ccc2c(CN3CCN(S(=O)(=O)c4ccccc4C(F)(F)F)CC3)cc(=O)oc2c1C	0.0	nt	nt	3	-0.3	0.6	nt	-5	29	nt
CC(C)c1ccc2c(c1)C1Cc3ccccc3C1N2 (stereo unspecified)	-0.8	0	-1	17	i	nt	-5	-11	-7	5.3
O=C(Nc1ccc(O)cc1)c1ccccc1OCc1ccccc1	1.9	5	4	13	-1.6	-0.7	-5	5	8	0.3
COc1ccc(S(=O)(=O)N(C)C[C@@H]2OCc3cn(nn3)CCCC(=O)N([C@@H](C)CO)C[C@H]2C)cc1	nt	-2	nt	nt	-0.2	0.2&0.2&1.9	nt	-1	-3	0.1
O=C(Oc1cccc2cccnc12)c1ccc2c(c1)OCCO2	3.6	-2	-4	-4	5.9	nt	-15	-31	13	0.5
O=C(N/N=C/c1ccc2cccc(OCc3ccccc3)c2n1)c1ccc(Br)cc1	2.8	-9	0	nt	2.9	nt	42	-20	27	-2.7
COc1ccc(N2C(=O)CCC2(C#N)c2ccc(Br)cc2)cc1 (stereo unspecified)	-0.1	-2	3	-18	-1.2	nt	8	-1	6	0.4
O=c1c2ccccc2[nH]c(=S)n1-c1cccnc1	nt	nt	7	-10	nt	0.9	17	-1	nt	nt
Cc1ccc2[nH]c3c(Cl)ncnc3c2c1	2.4	nt	3	-9	-0.4	0.1	6	-10	3	nt
Cc1ccc(NC2(C(N)=O)CCCC2)cc1	1.8	-1	nt	7	-3.3	-0.1	nt	-12	1	0.9
O=C(Cc1ccccc1)NCCSCc1ccccc1	0.0	-2	0	-5	-0.2	1.5	-5	4	5	0.3
O=C(CSc1nnc(-c2ccncc2)n1Cc1ccco1)Nc1cccc(O)c1	-0.5	1	-4	2	-0.2	-7.5	6	6	-13	-0.4
O=C(Nn1cc(C(=O)Nc2ccccc2F)c2ccccc2c1=O)c1cnccn1	0.6	-3	2	25	-0.3	-0.3	-17	-9	-8	-1.7
COc1ccc(/C=C/C(=O)N(C)C2(C)CCS(=O)(=O)C2)cc1 (stereo unspecified)	0.2	1	nt	-7&-5	-0.8	1.8	nt	5	-1	-2.4
CCOc1ccc(S(=O)(=O)Nc2cccc(Cl)c2)cc1	8.4	-1	4	-15	-5.9	nt	nt	-3	4	0.3
Cc1cc(NC(=O)CCC(=O)N(Cc2cccs2)C(C(=O)NC2CCCC2)c2cccnc2)no1 (stereo unspecified)	0.4	-5	-11	-11	-2.2	nt	3	-3	12	-1.4
O=C(NCCCO)c1cc2c([nH]c3ccccc32)c(-c2ccccc2)n1	1.5	3	-2	-3	i	-8.0	10	-35	0	-1.8
Cc1ccccc1Cn1c(=O)[nH]c2ccccc21	-0.1	2	nt	-12&-5	-0.4	5.0	18	-3	3	-0.3
O=Cc1ccc(OCc2cn(CC(=O)c3ccc(O)cc3)nn2)cc1	0.0	-8	nt	-13	-1.3	0.4	nt	-1	2	-0.3
N#Cc1cccc(NC(=O)CNC(=O)Cc2ccccc2)c1	-0.7	-5	2	-2	-6.2	0.8	-14	-3	11	-2.4

# Next section
Structure	PfHsp40 yeast	Anthrax LF inh2	3CLpro inhibitor	SSB-PriA inh	Vc quorum ag	TcdB inh	DUSP3 inh	CCHFV vOTU inh	Yp Topo-I inh	BoNT-A LC inh2
CN(Cc1ccccc1)c1ncc(C=O)s1	0.8	-2	-3	-10	1.2	1.8	8	24	5	-0.8
Cc1ccc(S(=O)(=O)NCC(=O)N2CCOCCOCCOCCOCC2)cc1	-0.4	4	3	-10	-3.8	0.1	34	-14	6	-3.2
Cc1c(C(=O)O)[nH]c2ccc([N+](=O)[O-])cc12	-0.3	-4	3	-5	-0.2	0.6	-11	13	3	-2.0
CCCCCCn1c(CN2CCCCC2C)nc2c1c(=O)n(C)c(=O)n2C (stereo unspecified)	-2.4	-3	-2	0	-3.6	0.3	9	8	18	-0.5
c1ccc(CSc2nc3ncccn3n2)cc1	0.2	-7	nt	11	-0.6	-0.9	nt	-11	2	-0.4
CCCCOC(=O)CCc1c(C)[nH]c(=O)c(C#N)c1C	-0.6	0	1	-20	-2.8	nt	24	15	-1	-0.2
COC(=O)C1=C(c2ccc(Cl)c(C(F)(F)F)c2)C[C@@H]2CC[C@H]1N2C(=O)NC1CCCCC1	9.1	-2	nt	13	-7.1	0.3	nt	10	8	-0.6

# Some of the compounds tested (hit frequency here may not be typical).
